CSM14.1 death rescue – rescue of cells from ER stress-induced death, primary screen, 384-well, CSM14.1, thapsigargin, ATP luminescence (AID 1222) | CSM14.1 thapsigargin-induced death rescue, ATP luminescence; higher % means a stronger effect | cellular ATP content (survival), % at 20 µM, or EC50 in µM where a hit was titrated | 190,000 tested, under 10 active;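 active = EC50 below 50 µM in the dose-response confirmation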;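 note: death triggered by thapsigargin at about 15 µM added after 2 h compound pretreatment; cell ATP read after overnight thapsigargin exposure of roughly 18 to 22 hours; normalized against plate controls of thapsigargin alone and 5% DMSO vehicle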
Hep lipid drop – hepatic lipid droplet formation modulation | AML12 mouse hepatocytes, oleate lipid droplets, BODIPY imaging | inhibition, % at 6.5 µM | actives 0.4% (n = 240,000) | AID 1656;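 active = lipid droplet intensity inhibited by at least 50%, with more than 500 cells counted; inconclusive = wells with under 300 cells, treated as cytotoxic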
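System: AML12 hepatocytes (mouse). Probe or stimulus: oleic acid at 100 µM to induce lipid droplet formation. Times: overnight treatment with compound plus oleate. Detection: Image-based BODIPY and DAPI two-channel analysis. Evaluation: percent inhibition of filter-corrected integrated lipid droplet intensity per well.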
MT stabilizer – microtubule stabilizers in HeLa cells. actives 0.83% (n = 200,000). HeLa tubulin immunostaining HCS, 24 h; share of cells brighter than vehicle mean+2SD. % tubulin-high responders, % at 10 µM;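 active = plate Z-score above 3 for both tubulin-high and condensed-nucleus cell shares, with cell loss under 80%, at 10 µM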;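 note: anti alpha tubulin signal scored within the nucleus-defined area of each cell; some results filed as inactive read as strong as hits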
P. falciparum M17LAP – P. falciparum M17LAP inhibitors, primary screen, biochemical, fluorogenic H-Leu-NHMec substrate, 1536-well (AID 1619) | recombinant M17LAP, H-Leu-NHMec fluorogenic kinetic assay; higher % means a stronger effect | one-dose inhibition, % at 30 µM; IC50 in µM for titrated hits | actives 0.38% (n = 220,000);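 active = compound inhibiting the enzyme by more than half at any dose during confirmatory dose-response retesting; inconclusive = strong single-dose inhibitors picked by rank but not retested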;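 note: plate controls were full reaction with DMSO carrier for no effect and no enzyme background for full effect; strong numbers were not always called active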
Autophagy mod – modulators of autophagy. MEF GFP-LC3 puncta imaging; test concentration mostly 10 µM. calls only at 10 µM (by protocol). actives 0.98% (n = 190,000). AID 463193;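 active = percentage of spot-positive cells more than 3 SD above its plate mean, without a fluorescence outlier flag or 80% toxicity; inconclusive = no clear call, values can overlap the other calls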;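 note: spot-positive cell cutoff set from DMSO-treated cells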
Yfh1-depleted yeast – mitochondrial function rescue without frataxin homolog – Friedreich's ataxia, plus single-dose screen, dose response (AID 1465); S. cerevisiae Yfh1-off respiration, WST-1 reduction, 72 h; higher fold induction means a stronger effect; one-dose fold induction at 50 µM; EC50 in µM for titrated hits; actives 0.074% (n = 220,000);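 active = fold induction of absorbance versus untreated yeast above a set limit, then at least 30% activation at any dose in follow-up; inconclusive = repeats straddling the limit, or above it without dose testing; inactive = fold induction below the set limit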;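 note: activators that raise dye reduction in frataxin-depleted yeast; strong numbers were not always called active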
M1AAP inhibition – P. falciparum M1AAP inhibitors, biochemical, fluorogenic H-Leu-NHMec substrate, 1536-well (AID 1445); actives 0.42% (n = 220,000); inhibition, % at 30 µM; hits with a dose series show IC50 in µM; recombinant M1AAP, H-Leu-NHMec fluorogenic kinetic assay; higher % means a stronger effect;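 active = primary inhibition above the hit cutoff, then over 50% inhibition at one or more dose response concentrations, cut at about 23% in these data, passing the limit was not always enough; inconclusive = conflicting primary data, or primary hits not chosen for dose response; inactive = low primary inhibition, or under 50% at every dose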;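 note: plate controls were DMSO full reaction for no effect and no enzyme background for full effect; strong numbers were not always called active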
Insulin prom up – MIN6 insulin promoter up-regulation; MIN6 insulin promoter-GFP reporter, high-content imaging; active compounds read high; z-score at 5 µM; actives 0.3% (n = 190,000); AID 1625;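 active = z-score above 3 at 5 µM with at least 500 cells counted in the well; inconclusive = wells under 500 cells, flagged as cytotoxic or low count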
Dynein cargo inh – blocks dynein driven cargo transport along microtubules; 3617.4 mouse cells, GR-EGFP nuclear translocation imaging; test concentration mostly 20 µM; stimulated with dexamethasone, 1 µM; active compounds read low; z-score, hits read low; actives 0.47% (n = 220,000);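 active = plate z-score of nuclear minus cytoplasmic receptor signal below a set negative limit, without overly bright fluorescence or cell loss, cut at about -3.5 in these data, passing the limit was not always enough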;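 note: z-score of nuclear minus cytoplasmic ring GR-EGFP intensity difference per well; some compounds called inactive have numbers as strong as hits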
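medium = tetracycline-free induction medium containing charcoal-stripped FBS | also added = 1.0 µM final dexamethasone stimulus | schedule = 48 h induction, 1 h compound, 30 min dex at 37 °C | technique = fixed, Hoechst-stained cells imaged at 10x for EGFP | measure = GR-EGFP nuclear translocation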
Dynein cargo inh cytoplasmic EGFP – second read-out of Dynein cargo inh, no call of its own (marks repeat the call); z-score; measured here: cytoplasmic GR-EGFP intensity; active compounds read high
Dynein cargo inh nuclear GR-EGFP – also measured in Dynein cargo inh; calls as there; z-score; measured here: nuclear GR-EGFP intensity;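 lower value marks the stronger effect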
Dynein cargo inh cell count – recorded beside Dynein cargo inh, whose call it bears; z-score; measured here: cell count per field
Insulin prom up cell count – recorded beside Insulin prom up, whose call it bears; cell count; measured here: cytotoxicity, nuclei count;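 total cells summed across four imaged fields per well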
Hep lipid drop cells 6.5 µM – also measured in Hep lipid drop; calls as there; cell count; measured here: cell count, cytotoxicity flag;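 cells counted across two imaged fields per well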
MT stabilizer Hoechst-high % – further read-out of MT stabilizer, marked with its call; % Hoechst-high responders; measured here: nuclear condensation Hoechst responders;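 share of cells brighter than vehicle mean plus two SD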
MT stabilizer cytotoxicity % – recorded beside MT stabilizer, whose call it bears; toxicity, %; measured here: cytotoxicity by cell density;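 0% = mean cell density of plate MIN control wells and 100% = no cells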
Autophagy mod cell loss 18 h – recorded beside Autophagy mod, whose call it bears; toxicity, %; measured here: cell loss, nuclei count;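 cell loss after 18 h compound exposure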
* = called active by the depositor.

What do the screens show for `CSC1=NC(C)(C)C=C(/C=C/c2c(Cl)cccc2Cl)N1`?
Hep lipid drop: 17; MT stabilizer: 3.1; P. falciparum M17LAP: 16%; Autophagy mod: inactive; Yfh1-depleted yeast: inactive; M1AAP inhibition: 8%; Insulin prom up: 0.45; Dynein cargo inh: -0.89; Dynein cargo inh cytoplasmic EGFP: -0.19; Dynein cargo inh nuclear GR-EGFP: -0.71; Dynein cargo inh cell count: 0.31; Insulin prom up cell count: 1173; Hep lipid drop cells 6.5 µM: 731; MT stabilizer Hoechst-high %: 1.9; MT stabilizer cytotoxicity %: 1.8; Autophagy mod cell loss 18 h: 3

What do the screens show for `CCOc1ccc(-c2nc3n(c(=O)c2C#N)CCCS3)cc1`?
CSM14.1 death rescue: 1.7%; Hep lipid drop: -11; MT stabilizer: 2.8; P. falciparum M17LAP: 12%; Autophagy mod: inactive; Yfh1-depleted yeast: inactive; M1AAP inhibition: 3%; Insulin prom up: 0.15; Dynein cargo inh: -0.72; Dynein cargo inh cytoplasmic EGFP: -0.25; Dynein cargo inh nuclear GR-EGFP: -0.32; Dynein cargo inh cell count: 0.016; Insulin prom up cell count: 1233; Hep lipid drop cells 6.5 µM: 752; MT stabilizer Hoechst-high %: 1.4; MT stabilizer cytotoxicity %: 5.1; Autophagy mod cell loss 18 h: 0

Results for CN(C)C(=O)NCc1ccc(S(N)(=O)=O)cc1 ?
Hep lipid drop: 1; MT stabilizer: 2.0; P. falciparum M17LAP: -8%; Autophagy mod: inactive; Yfh1-depleted yeast: inactive; M1AAP inhibition: -11%; Dynein cargo inh: 0.99; Dynein cargo inh cytoplasmic EGFP: -0.22; Dynein cargo inh nuclear GR-EGFP: 0.8; Dynein cargo inh cell count: -0.58; Hep lipid drop cells 6.5 µM: 696; MT stabilizer Hoechst-high %: 1.9; MT stabilizer cytotoxicity %: 7.5; Autophagy mod cell loss 18 h: -8

What do the screens show for `Cn1c(C(=O)NCCc2ccccc2)cc(=O)n(C)c1=O`?
CSM14.1 death rescue: -2.9%; Hep lipid drop: 0; MT stabilizer: 3.2; P. falciparum M17LAP: -4%; Autophagy mod: inactive; Yfh1-depleted yeast: inactive; M1AAP inhibition: -6%; Dynein cargo inh: 1.6; Dynein cargo inh cytoplasmic EGFP: -0.16; Dynein cargo inh nuclear GR-EGFP: 0.97; Dynein cargo inh cell count: -0.54; Hep lipid drop cells 6.5 µM: 708; MT stabilizer Hoechst-high %: 1.8; MT stabilizer cytotoxicity %: 0.5; Autophagy mod cell loss 18 h: -38

How did CCc1ccc(CN(C)C(=O)CCc2nnc(CCc3ccccc3OC)o2)nc1 do in these assays?
CSM14.1 death rescue: 0.2%; Hep lipid drop: -18; MT stabilizer: 2.4; Autophagy mod: inactive; Yfh1-depleted yeast: inactive; Insulin prom up: -0.83; Dynein cargo inh: -0.82; Dynein cargo inh cytoplasmic EGFP: -0.27; Dynein cargo inh nuclear GR-EGFP: -0.29; Dynein cargo inh cell count: 0.61; Insulin prom up cell count: 1610; Hep lipid drop cells 6.5 µM: 614; MT stabilizer Hoechst-high %: 2.1; MT stabilizer cytotoxicity %: 6.0; Autophagy mod cell loss 18 h: -9

How did CCOC(=O)CSc1nc2cc3c(cc2cc1C#N)OCCO3 do in these assays?
CSM14.1 death rescue: 0.3%; Hep lipid drop: -12; MT stabilizer: 2.8; P. falciparum M17LAP: 11%; Autophagy mod: inactive; Yfh1-depleted yeast: inactive; M1AAP inhibition: -4%; Insulin prom up: -0.02; Dynein cargo inh: 0.035; Dynein cargo inh cytoplasmic EGFP: -0.19; Dynein cargo inh nuclear GR-EGFP: -0.067; Dynein cargo inh cell count: 0.97; Insulin prom up cell count: 1180; Hep lipid drop cells 6.5 µM: 588; MT stabilizer Hoechst-high %: 3.5; MT stabilizer cytotoxicity %: 5.6; Autophagy mod cell loss 18 h: -8

How did Oc1cccnc1CCc1ccccc1 do in these assays?
CSM14.1 death rescue: -0.4%; Hep lipid drop: 0; MT stabilizer: 1.9; P. falciparum M17LAP: 6%; Autophagy mod: inactive; Yfh1-depleted yeast: inactive; M1AAP inhibition: 0%; Dynein cargo inh: -0.32; Dynein cargo inh cytoplasmic EGFP: -0.34; Dynein cargo inh nuclear GR-EGFP: -0.1; Dynein cargo inh cell count: 0.93; Hep lipid drop cells 6.5 µM: 720; MT stabilizer Hoechst-high %: 2.7; MT stabilizer cytotoxicity %: 7.6; Autophagy mod cell loss 18 h: -2

How did Cc1ccc(CSCC(=O)Nc2c(C)n(C)n(-c3ccccc3)c2=O)cc1 do in these assays?
CSM14.1 death rescue: 2.6%; Hep lipid drop: 16; MT stabilizer: 5.8; P. falciparum M17LAP: -7%; Autophagy mod: inactive; Yfh1-depleted yeast: inactive; M1AAP inhibition: 0%; Insulin prom up: 0.01; Dynein cargo inh: 0.79; Dynein cargo inh cytoplasmic EGFP: -0.27; Dynein cargo inh nuclear GR-EGFP: 0.56; Dynein cargo inh cell count: 0.24; Insulin prom up cell count: 1292; Hep lipid drop cells 6.5 µM: 619; MT stabilizer Hoechst-high %: 1.4; MT stabilizer cytotoxicity %: 2.1; Autophagy mod cell loss 18 h: 1

What do the screens show for `COc1cc(S(=O)(=O)NCCCN2CCOCC2)ccc1-n1cnnn1`?
CSM14.1 death rescue: 0.5%; Hep lipid drop: 25; MT stabilizer: 2.0; P. falciparum M17LAP: -11%; Autophagy mod: inactive; Yfh1-depleted yeast: inactive; M1AAP inhibition: -4%; Insulin prom up: -0.91; Dynein cargo inh: -0.88; Dynein cargo inh cytoplasmic EGFP: -0.35; Dynein cargo inh nuclear GR-EGFP: -0.88; Dynein cargo inh cell count: 1.2; Insulin prom up cell count: 1164; Hep lipid drop cells 6.5 µM: 667; MT stabilizer Hoechst-high %: 2.0; MT stabilizer cytotoxicity %: 1.2; Autophagy mod cell loss 18 h: 21

What do the screens show for `Cc1ccc(SCc2cc(=O)n3ccsc3n2)c(C)c1`?
CSM14.1 death rescue: 1.8%; Hep lipid drop: 0; MT stabilizer: 3.5; P. falciparum M17LAP: 9%; Autophagy mod: inactive; Yfh1-depleted yeast: inactive; M1AAP inhibition: 2%; Insulin prom up: -0.27; Dynein cargo inh: -0.16; Dynein cargo inh cytoplasmic EGFP: -0.078; Dynein cargo inh nuclear GR-EGFP: 0.039; Dynein cargo inh cell count: -0.99; Insulin prom up cell count: 1472; Hep lipid drop cells 6.5 µM: 607; MT stabilizer Hoechst-high %: 1.8; MT stabilizer cytotoxicity %: 6.6; Autophagy mod cell loss 18 h: 14

Results for CCOC(=O)NNS(=O)(=O)c1cc(Br)ccc1Br ?
CSM14.1 death rescue: -0.4%; Hep lipid drop: -2; MT stabilizer: 2.8; P. falciparum M17LAP: 4%; Autophagy mod: inactive; Yfh1-depleted yeast: inactive; M1AAP inhibition: -1%; Insulin prom up: 0.07; Dynein cargo inh: 1; Dynein cargo inh cytoplasmic EGFP: -0.25; Dynein cargo inh nuclear GR-EGFP: 0.41; Dynein cargo inh cell count: -1.1; Insulin prom up cell count: 1212; Hep lipid drop cells 6.5 µM: 720; MT stabilizer Hoechst-high %: 2.2; MT stabilizer cytotoxicity %: 9.6; Autophagy mod cell loss 18 h: 8

What do the screens show for `CCCCNc1nc2c(c(=O)n(C)c(=O)n2C)n1Cc1cccc(OC)c1`?
CSM14.1 death rescue: 4.2%; Hep lipid drop: -69; MT stabilizer: 1.9; P. falciparum M17LAP: 9%; Autophagy mod: inactive; Yfh1-depleted yeast: inactive; M1AAP inhibition: 8%; Insulin prom up: inconclusive; Dynein cargo inh: 0.19; Dynein cargo inh cytoplasmic EGFP: -0.17; Dynein cargo inh nuclear GR-EGFP: 0.17; Dynein cargo inh cell count: 0.33; Hep lipid drop cells 6.5 µM: 563; MT stabilizer Hoechst-high %: 1.5; MT stabilizer cytotoxicity %: 2.9; Autophagy mod cell loss 18 h: 6

What do the screens show for `CCOc1ccc(NC(=O)N2CCN(CC)CC2)cc1`?
Hep lipid drop: -7; MT stabilizer: 3.4; P. falciparum M17LAP: 7%; Autophagy mod: inactive; Yfh1-depleted yeast: inactive; M1AAP inhibition: -2%; Insulin prom up: 1.1; Dynein cargo inh: -0.03; Dynein cargo inh cytoplasmic EGFP: -0.18; Dynein cargo inh nuclear GR-EGFP: 0.39; Dynein cargo inh cell count: -0.87; Insulin prom up cell count: 1270; Hep lipid drop cells 6.5 µM: 725; MT stabilizer Hoechst-high %: 3.0; MT stabilizer cytotoxicity %: 6.4; Autophagy mod cell loss 18 h: -12

What do the screens show for `CC(/C=C1\N=C(SCc2ccccc2Cl)SC1=O)=C\c1ccccc1`?
CSM14.1 death rescue: 4.1%; MT stabilizer: 2.4; P. falciparum M17LAP: 9%; Autophagy mod: inactive; Yfh1-depleted yeast: inactive; M1AAP inhibition: 13%; Dynein cargo inh: -1; Dynein cargo inh cytoplasmic EGFP: 0.052; Dynein cargo inh nuclear GR-EGFP: -0.14; Dynein cargo inh cell count: -0.31; MT stabilizer Hoechst-high %: 1.8; MT stabilizer cytotoxicity %: 7.8; Autophagy mod cell loss 18 h: -29

How did CC(=O)C1=C(C)NC(=O)NC1c1ccc(Cl)cc1 (centres undefined) do in these assays?
CSM14.1 death rescue: -1.4%; Hep lipid drop: 0; MT stabilizer: 3.3; P. falciparum M17LAP: 4%; Autophagy mod: inactive; Yfh1-depleted yeast: inactive; M1AAP inhibition: -1%; Insulin prom up: 0.36; Dynein cargo inh: -0.046; Dynein cargo inh cytoplasmic EGFP: -0.36; Dynein cargo inh nuclear GR-EGFP: -0.019; Dynein cargo inh cell count: 0.32; Insulin prom up cell count: 1586; Hep lipid drop cells 6.5 µM: 680; MT stabilizer Hoechst-high %: 2.1; MT stabilizer cytotoxicity %: 5.1; Autophagy mod cell loss 18 h: -11
